Assay outcomes as filed in PubChem.
rTrxR1 inhibitor – blocks rat thioredoxin reductase 1. O89049. Potency, µM (titrated, usually from 114 µM), for the others: at the highest dose activity change, negative = inhibition, most hits filed as inhibitors. recombinant rTrxR1, NADPH fluorescence consumption, selenite substrate. 390,000 tested, 1% active. AID 588453; note: % is set by controls: 0 for no effect and ±100 for the full control effect; nearly all actives have a fitted effect of over 65% in size
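Rat TrxR1 (90 nM in the dispensed reagent) was pre-reduced with 400 uM NADPH for 5 min at room temperature, then incubated with compound for 15 min. After 400 uM selenite was added, NADPH fluorescence (Ex 340/Em 450 nm) was followed for 8 min.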
12-LOX inh – ALOX12 (human) lipoxygenase inhibition; 580,000 tested, 1.1% active; Potency, µM (highest dose often 108 µM), without a hit: at the highest dose activity change, negative = inhibition, usual class: inhibitors; purified 12hLO, xylenol orange hydroperoxide absorbance; note: % is set by controls: 0 for no effect and ±100 for the full control effect
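Purified human 12hLO (150 nM final) in 25 mM Hepes, 0.01% Triton X-100, pH 7.0 was preincubated 15 min at room temperature with compound. Then 40 uM arachidonic acid was added, 30 min. Hydroperoxide was read by Fe-XO absorbance ratio 573/405 nm.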
RGS4 inh – blocks human RGS4-accelerated GTP hydrolysis; 390,000 tested, 0.039% active; Transcreener GDP fluorescence polarization, RGS4-accelerated GTP hydrolysis; Potency, µM (highest dose often 114 µM), without a hit: at the top dose activity change, negative = inhibition, hits mostly inhibitors; P49798; note: % is set by controls: 0 for no effect and ±100 for the full control effect; nearly all actives have a fitted effect of over 75% in size; some results filed as inactive show a strong effect at the top dose
Target sequence (P49798 whole entry, looked up): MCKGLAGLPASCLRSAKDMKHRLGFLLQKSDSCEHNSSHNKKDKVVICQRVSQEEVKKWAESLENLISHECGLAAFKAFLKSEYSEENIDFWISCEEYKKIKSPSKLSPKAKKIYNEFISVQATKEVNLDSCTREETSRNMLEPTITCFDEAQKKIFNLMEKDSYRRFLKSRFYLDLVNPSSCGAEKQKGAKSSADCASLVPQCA
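MLSMR compounds (23 nl, pin-transferred) preincubated 10 min at room temperature with a 500nM (2x) first reagent, then RGS4 at 900nM (2x) plus Transcreener GDP mix added; fluorescence polarization (620/688 nm) read before and after 90 min at 30 °C.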
RXFP1 ag – RXFP1 (human) receptor agonism. HEK293T-RXFP1 cAMP TR-FRET, 30 min; response scale: percent of porcine relaxin response, buffer zero. 370,000 tested, 0.3% active. Potency, µM (doses to about 57.5 µM), for inactives: top-dose activation, actives largely listed as activators. Q9HBX9; note: % is set by controls: 0 for no effect and ±100 for the full control effect; nearly all actives have a fitted effect of over 60% in size; many of its hits are not listed in these tables
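HEK293T cells stably expressing RXFP1 were pretreated with the PDE4 inhibitor Ro 20174, exposed to compounds for 30 min at 37C, lysed, and cAMP was read by TR-FRET. Data normalized to buffer (basal) and 29 nM porcine relaxin (100%).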
IDH1 R132H inh – blocks human mutant IDH1 R132H enzyme. O75874. IDH1-R132H enzyme, NADPH consumption, diaphorase/resazurin fluorescence. Potency, µM (series often up to 76.6 µM), for inactives: top-dose activity change, negative = inhibition, usual class: inhibitors. 390,000 tested, 0.093% active; note: % is set by controls: 0 for no effect and ±100 for the full control effect; nearly all actives have a fitted effect of over 65% in size
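IDH1-R132H (0.5 ug/mL) preincubated 30 min with compound, then NADPH (0.016 mM) and alpha-KG (2 mM) added; 80 min at RT, pH 7.5. Remaining NADPH coupled via diaphorase/resazurin to fluorescence (540/590 nm); concentration-response curves normalized to no-enzyme control.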
Vif-A3G inh – blocks the Vif interaction with human APOBEC3G | Q9HC16 | HeLa A3G-eYFP + Vif (tagged APOBEC3G with the HIV-1 protein that degrades it), YFP fluorescence, overnight | Potency, µM (series often up to 46.1 µM), for inactives: at the highest dose activity, negative = active, most hits filed as inhibitors | 410,000 tested, 0.076% active | AID 602310;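 note: % is set by controls: 0 for no effect and ±100 for the full control effect; nearly all actives have a fitted effect of over 60% in size; hits raise eYFP signal because A3G escapes Vif-driven loss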
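Read-out is eYFP fluorescence (Ex 488/Em 500-530) from Vif-expressing HeLa A3G-eYFP cells; more signal means A3G escaped Vif-mediated degradation. Cells plated overnight, compound pinned in, incubated overnight at 37 deg C.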
USP1-UAF1 inh – USP1/UAF1 (human) deubiquitinase inhibition; O94782; recombinant USP1/UAF1, Ub-Rhodamine cleavage fluorescence; Potency, µM (top dose mostly 57.1 µM), for the others: at the top dose activity change, negative = inhibition, usual class: inhibitors; 390,000 tested, 0.23% active; note: % is set by controls: 0 for no effect and ±100 for the full control effect; nearly all actives have a fitted effect of over 60% in size; inactives centre near -12
Target sequence (O94782 whole entry, looked up): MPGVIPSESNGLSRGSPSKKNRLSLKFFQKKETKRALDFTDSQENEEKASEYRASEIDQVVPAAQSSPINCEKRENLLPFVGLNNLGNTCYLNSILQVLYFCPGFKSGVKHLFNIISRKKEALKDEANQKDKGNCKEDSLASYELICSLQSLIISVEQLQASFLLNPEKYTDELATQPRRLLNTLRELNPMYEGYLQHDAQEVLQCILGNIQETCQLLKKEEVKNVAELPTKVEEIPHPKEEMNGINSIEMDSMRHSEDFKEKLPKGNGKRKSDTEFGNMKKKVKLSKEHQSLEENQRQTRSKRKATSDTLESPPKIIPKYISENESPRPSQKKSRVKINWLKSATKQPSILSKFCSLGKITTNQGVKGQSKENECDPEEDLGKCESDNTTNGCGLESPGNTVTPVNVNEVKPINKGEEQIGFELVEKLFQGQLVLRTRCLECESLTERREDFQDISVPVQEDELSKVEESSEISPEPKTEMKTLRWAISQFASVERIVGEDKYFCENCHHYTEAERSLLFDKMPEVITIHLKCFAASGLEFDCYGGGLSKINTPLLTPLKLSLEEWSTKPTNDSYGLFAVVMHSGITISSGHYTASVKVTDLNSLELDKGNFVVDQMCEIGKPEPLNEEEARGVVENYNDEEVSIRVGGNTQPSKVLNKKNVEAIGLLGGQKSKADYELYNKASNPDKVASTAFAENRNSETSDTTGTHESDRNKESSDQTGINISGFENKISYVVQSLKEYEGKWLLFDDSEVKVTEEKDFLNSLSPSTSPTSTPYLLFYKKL
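High-throughput fluorogenic screen: 1nM USP1/UAF1 complex, Ub-Rho substrate 150nM final, 50mM HEPES pH 7.8 with 0.5mM EDTA, 0.1 mg/ml BSA, 1mM TCEP and 0.01% Tween-20.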
TrxR1 substrate – is turned over as a substrate by rat TrxR1; O89049; purified TrxR1 substrate turnover, NADPH consumption readout; Potency, µM (highest dose often 114 µM), without a hit: at the highest dose activity change, negative = substrate turnover; 390,000 tested, 0.01% active; note: % is set by controls: 0 for no effect and ±100 for the full control effect; nearly all actives have a fitted effect of over 50% in size
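Rat TrxR1, dispensed at 90 nM, was prereduced with 400 uM NADPH (final) for 5 min at ~22 deg C, then incubated with compound 15 min before 400 uM selenite. A first-read NADPH fluorescence drop versus no-compound background flagged substrates.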
Vif-A3F inh – Vif-A3F binding inhibition. HeLa A3F-eYFP + Vif (tagged APOBEC3F with the HIV-1 protein that degrades it), YFP fluorescence increase. Potency, µM (doses to about 46.1 µM), without a hit: at the top dose activity, negative = active. AID 602313. 390,000 tested, 0.2% active; note: % of control where 0% means no effect; nearly all actives have a fitted effect of over 65% in size
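HeLa cells stably expressing A3F-eYFP plus Vif, plated and incubated overnight at 37 deg C, then exposed to compounds overnight at 37 deg C. Blocked degradation read as raised yellow fluorescence (Ex 488/Em 500-530).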
* marks the source's active call; other numbers are inactive results; i = inactive; u = inconclusive; x = not tested or not shown; [ ] = another dose, or the depositor's remark. Calls come from the whole dose curve; as a rule, active = well fitted curve in the direction sought with a large enough effect; inconclusive = small, poorly fitted or top-dose-only effect, or another doubt; inactive = no such curve, though single readings can be large; an effect the other way counts as inactive or inconclusive. Potency is the fitted concentration of half-maximal effect. Only part of the results is shown; rates above refer to the full screens.

Sample of the layout, two compounds:
SMILES | rTrxR1 inhibitor | 12-LOX inh | RGS4 inh | RXFP1 ag | IDH1 R132H inh | Vif-A3G inh | USP1-UAF1 inh | TrxR1 substrate | Vif-A3F inh
Cn1c(SCC(=O)Nc2nc3c(s2)CCCC3)nnc1-c1ccccc1 | 5% | 0% | 12% | -0.1% | 15% | -1% | 5% | -3% | -1%
CCNc1nc2nc3ccc(C)cn3c(=O)c2cc1C(=O)NCC1CCCO1 (stereo not given) | u | u | 8% | 28% | 11% | 3% | -8% | x | -4%

Main list, from the start:
SMILES | rTrxR1 inhibitor | 12-LOX inh | RGS4 inh | RXFP1 ag | IDH1 R132H inh | Vif-A3G inh | USP1-UAF1 inh | TrxR1 substrate | Vif-A3F inh
Cn1c(SCC(=O)Nc2nc3c(s2)CCCC3)nnc1-c1ccccc1 | 5% | 0% | 12% | -0.1% | 15% | -1% | 5% | -3% | -1%
CCNc1nc2nc3ccc(C)cn3c(=O)c2cc1C(=O)NCC1CCCO1 (stereo not given) | u | u | 8% | 28% | 11% | 3% | -8% | x | -4%
Cc1ccc(N2C(=O)CC(N(CCc3ccccc3)C(=S)Nc3ccc(N(C)C)cc3)C2=O)cc1 (stereo not given) | 5%[11.4 µM] | 0% | -51% | -0.4% | 1% | 4% | -21% | -25%[11.4 µM] | -5%
NC(=O)c1cc[n+](Cc2ccc([N+](=O)[O-])cc2)cc1 | 15% | -1% | 13% | -1.6% | 7% | -1% | -14% | 0% | 4%
CN1/C(=C\C(=S)Nc2ccccc2)C(C)(C)c2ccccc21 | u | -17% | 1% | -0.9% | 14% | -1% | -13% | -5% | u
COc1ccc(N2CCN(C(=O)Cn3nc(Cc4cccnc4)c4ccccc4c3=O)CC2)cc1 | 1% | -9% | 36% | 11% | 4% | 4% | 12% | -4% | 5%
O=C(/C=C/c1cn(-c2ccccc2)nc1-c1ccc2c(c1)OCCO2)NCCCN1CCOCC1 | -5% | u | -6% | -1.0% | 6% | -5% | -4% | 5% | u
COc1ccc(CSc2n[nH]c(C)n2)cc1[N+](=O)[O-] | 0% | -7% | -16% | -1.6% | 8% | 1% | -20% | -4% | -2%
CC(=O)Nc1cccc(NC(=O)C2CCCN2C(=O)Nc2ccccc2C)c1 (stereo not given) | 23% | -4% | -7% | 1.3% | 5% | -2% | 5% | 9% | 0%
CCO[C@@H]1OC(C(=O)NC2CC2)=C[C@H](C(C)(C)C)[C@H]1CCCO | 0% | u | 3% | 0.0% | 22% | 4% | -27% | u | -3%
NC1=NS(=O)(=O)NC1c1ccc(Cl)cc1 (stereo not given) | 9% | 0% | 4% | 3.1% | 19% | -1% | 1% | -2% | 4%
COCC1CCCN(Cc2nc(Cc3ccccc3)no2)C1 (stereo not given) | 22%[57.1 µM] | 0% | 16% | -0.5% | 5% | 3% | -18% | 13%[57.1 µM] | -6%

Just 12-LOX inh and IDH1 R132H inh (3 entries from above):
| Structure | 12-LOX inh | IDH1 R132H inh |
| --- | --- | --- |
| CCNc1nc2nc3ccc(C)cn3c(=O)c2cc1C(=O)NCC1CCCO1 (stereo not given) | u | 11% |
| Cc1ccc(N2C(=O)CC(N(CCc3ccccc3)C(=S)Nc3ccc(N(C)C)cc3)C2=O)cc1 (stereo not given) | 0% | 1% |
| NC(=O)c1cc[n+](Cc2ccc([N+](=O)[O-])cc2)cc1 | -1% | 7% |

(more compounds)
SMILES | rTrxR1 inhibitor | 12-LOX inh | RGS4 inh | RXFP1 ag | IDH1 R132H inh | Vif-A3G inh | USP1-UAF1 inh | TrxR1 substrate | Vif-A3F inh
O=C(CN1CCN(S(=O)(=O)c2cc(Cl)ccc2Cl)CC1)Nc1cccc(F)c1 | 18%[57.1 µM] | u | 13% | -0.9% | 0% | -1% | u | 5%[57.1 µM] | 1%
CC(=O)c1ccc(N(C(=O)c2ccco2)C(C(=O)NC2CCCC2)c2cccs2)cc1 (stereo not given) | 4%[57.1 µM] | 0% | 14% | -1.0% | 7% | -5% | -17% | 0%[57.1 µM] | -3%
COc1ccc(N(CC(=O)Nc2ccc(OC)c(OC)c2)S(=O)(=O)c2ccccc2)cc1Cl | 24% | 0% | 11% | 1.7% | 8% | -1% | 1% | -2% | 1%
O=S1(=O)c2ccccc2OC(COCc2ccccc2)CN1C1CC1 (stereo not given) | 6% | 15% | -9% | x | 14% | 2% | -23% | 4% | -2%
CCOc1ccc(Br)cc1CC(=O)O | 23%[57.1 µM] | 0% | 46% | x | -2% | -4% | -11% | 13%[57.1 µM] | 1%
COc1cc2oc(=O)cc(C)c2c(OC)c1OC | 3% | -7% | 16% | 3.2% | -1% | 1% | 1% | -6% | 14%
CCN(C(=O)CSc1nc2ccccc2nc1Cc1ccc(F)cc1)c1cccc(C)c1 | 18%[57.1 µM] | -15% | -35% | u | 3% | -1% | -10% | -2%[57.1 µM] | 1%
O=C(N/N=C/c1ccncc1)C1C2CCCCCCC21 (stereo not given) | 2% | 10% | -6% | 1.0% | 4% | -2% | -17% | -3% | -20%
CCOc1ccc(N2Nc3n[nH]c(N)c3N2)cc1 | 19%[57.1 µM] | 0% | -34% | -1.8% | -2% | -1% | -11% | 17%[57.1 µM] | -2%
O=C(Nc1ccc(N2CCOCC2)cc1)c1cccc2c(Br)cccc12 | 16% | 12% | -1% | 3.7% | 5% | 0% | -10% | 9%[0.0914 µM] | 6%
Cc1cccc(Nc2ccc3nonc3c2[N+](=O)[O-])c1C | 5%[57.1 µM] | 31%[activator] | 6% | 3.0% | 4% | -2% | 1% | 9%[57.1 µM] | 8%
Cc1cc(C)nc(/N=C(\N)C2=C(O)CC(C)(C)CC2=O)n1 | 0% | -15% | -20% | 1.5% | 7% | 1% | -21% | 0% | -6%
O=C(NCCCN1CCCC1)c1ccc2c(c1)N(Cc1cccc(Cl)c1)C(=O)c1ccccc1S2=O (stereo not given) | 15% | -18% | -27% | -1.3% | 8% | 5% | -13% | 7% | -5%
C=CCNC(=S)Nc1ccc(C)cc1[N+](=O)[O-] | -34% | -9% | -8% | -2.1% | 11% | 2% | -9% | -2% | -1%
O=C(CCc1ccccc1)Nc1sc2c(c1C(=O)O)CCCC2 | 20% | i | -17% | x | 8% | -7% | -16% | -3% | 8%
Nc1ccc(S(=O)(=O)N2CCCC2)cc1 | 19% | -3% | -14% | -0.5% | 3% | 2% | -4% | 1% | 1%
COc1ccc(CN(C(=O)c2ccco2)c2ccccc2)cc1 | -8% | 1% | -7% | -0.7% | -3% | 0% | -4% | -7% | 0%
CC(C)NC(=O)CC(=O)N/N=C/c1cccs1 | -1%[57.1 µM] | 1% | 2% | u | -4% | 2% | -9% | -2%[57.1 µM] | 10%
CCOc1ccccc1NC(=O)c1ccc2[nH]c(C)c(C)c2c1 | 5% | 2% | -38% | 9.1% | 14% | -8% | -2% | 9% | -12%
CC(=O)c1ccc(NC(=O)[C@@H]2CCCN2C2=NS(=O)(=O)c3ccccc32)cc1 | -5% | 6% | -20% | 3.7% | 0% | -2% | -15% | -1% | -3%
CCOC(=O)c1c(C)[nH]c(C)c1S(=O)(=O)NCC(=O)N1CCN(c2cc(Cl)ccc2C)CC1 | 22%[57.1 µM] | -29% | 16% | -1.5% | 0% | 3% | -1% | 1%[57.1 µM] | 3%
CCN(CC)c1ccc(C=Nc2ccc(C)cc2C)c(O)c1 | 22%[57.1 µM] | -2% | -2% | 0.9% | 9% | -1% | -16% | -17%[57.1 µM] | 10%
CCOc1ccc(OCCCC(=O)Nc2cc(Cl)ccc2-n2cncn2)cc1 | 7% | -41% | 37% | 0.1% | -14% | 5% | -13% | -2% | 5%
COc1ccc(OC)c(CCNC(=O)Cn2nc(C)n3c(cc4sccc43)c2=O)c1 | 22% | -3% | -9% | 3.0% | 25% | 3% | -2% | 3% | -2%
CCCN1CCN(c2ncnc3scc(C4COc5ccccc5O4)c23)CC1 (stereo not given) | 20%[57.1 µM] | -3% | 11% | 0.4% | 12% | 0% | 0% | 5%[57.1 µM] | 1%
CCOC(=O)C1=C(N)c2ccccc2CC1C1CCCC1 (stereo not given) | -6% | -1% | -4% | -7.3% | 0% | -12% | -24% | -13% | u
Cc1nc(NCC2CCCO2)c2nnn(Cc3c(F)cccc3Cl)c2n1 (stereo not given) | 19% | 18% | 1% | 0.0% | 7% | -2% | -16% | 12%[57.1 µM] | -7%
COc1ccc2nc(NC(=O)C3CCCN(S(=O)(=O)c4c(C)noc4C)C3)sc2c1 (stereo not given) | 8%[57.1 µM] | 6%[57.4 µM] | -10% | 0.6% | -4% | -2% | -14% | 8%[57.1 µM] | -1%
COc1ccc(CCCc2nnc(SCC(=O)N/N=C\c3ccc(O)c(OC)c3)o2)cc1C | 14% | -16% | 10% | 5.9% | -2% | -7% | -14% | -2% | 4%
COc1cc2c(cc1OC)CN(C(=O)c1cc(S(=O)(=O)N3CCOCC3)ccc1Cl)CC2 | -8% | 0% | 9% | 1.3% | 8% | -2% | -13% | -5% | x
Cc1nnc(SCC(=O)NN2C(=O)NC3(CCCCC3)C2=O)s1 | -1% | 14% | -21% | -0.8% | -3% | 2% | -18% | -5% | -1%
Cc1ccc(S(=O)(=O)N2CCN(C(=O)Cn3nc(C)c([N+](=O)[O-])c3C)CC2)c(C)c1 | -1% | 0% | -30% | 1.5% | 4% | -2% | 1% | 2% | 2%
